Compound activity (PubChem BioAssay)
HepG2 tox – kills HepG2 cells in TGF-b inhibitor counter-screen; HepG2 CAGA-GFP viability, ATP luminescence, 18 h; Potency, µM (doses to about 46.1 µM), for the others: at the highest dose activity change, negative = cytotoxicity, most hits filed as cytotoxic; 0.76% of 410,000 active; AID 588856; note: potency is the fitted concentration of half-maximal effect; some results filed as inactive show a strong effect at the top dose
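CellTiter-Glo luminescence gave cytotoxicity after 18 hours at 37 degrees C. The cells were HepG2 CAGA-GFP in 1% FBS DMEM, stimulated with 500 pg/mL TGF-beta after compound addition. %Activity was normalised to no-cell wells (complete cell-killing) and DMSO (no toxicity), and curves were fitted and classified.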
TGFb SMAD3 inh – inhibitors of TGF-b signaling | HepG2 CAGA-GFP TGF-b/SMAD3 reporter, GFP fluorescence, 18 h; TGF-beta stimulated, 500 pg/mL final | Potency, µM (highest dose often 46.1 µM), for the others: at the highest dose activity, negative = inhibition, usual class: inhibitors | 1.2% of 410,000 active | AID 588855; note: potency is the fitted concentration of half-maximal effect; % is set by controls: 0 for no effect and ±100 for the full control effect; nearly all actives have a fitted effect of over 65% in size
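Read-out: total well GFP (ex488/em500-530) summed from mean per-cell fluorescence. Cells: HEPG2 CAGA-GFP, 1% FBS DMEM, 18 h at 37 degrees C with 500 pg/mL final TGF-beta. Unstimulated wells served as the full-inhibition control; stimulated DMSO wells = 0%.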
ATXN2 expr inh – ATXN2 expression inhibition | HEK-293 ATXN2-luciferase reporter, luminescence, 24 h | Potency, µM (doses to about 57 µM), without a hit: at the highest dose activity change, negative = inhibition, actives largely listed as inhibitors | 0.72% of 360,000 active | AID 1745845; note: potency is the fitted concentration of half-maximal effect; % is set by controls: 0 for no effect and ±100 for the full control effect; nearly all actives have a fitted effect of over 55% in size
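ATXN2-luciferase reporter cells (luciferase flanked by upstream and downstream ATXN2 gene portions) were treated 24 h at 37 °C with compounds at up to 57 uM. SteadyGlo luminescence gave expression; GF-AFC fluorescence gave viability.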
Nrf2 ARE act – Nrf2 pathway activation; Potency, µM (highest dose often 46.1 µM), inactives show at the top dose activation, hits mostly activators; 0.31% of 410,000 active; AREc32 ARE-luciferase reporter (MCF7-derived line), luminescence, 24 h; AID 624171; note: potency is the fitted concentration of half-maximal effect; % of control where 0% means no effect; nearly all actives have a fitted effect of over 65% in size
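ARE activation measured as luciferase luminescence (Steady-Glo, 30 min RT) in AREc32_Fluc cells after 24 hr compound exposure at 37 deg C, 5% CO2; cells seeded overnight at 1000/well in OPTI-MEM, 5% FBS.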
IL-1B inflam inh – inflammasome signaling inhibition, IL-1 beta readout | THP-1 LPS/ATP IL-1B secretion, AlphaLISA, 16 h; hits give low values | activity change, % at 57.5 µM | 4.7% of 360,000 active; in the data active = activity change below about -50%; inconclusive = mostly about -30% to -49%; note: % is set by controls: 0 for no effect and ±100 for the full control effect
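THP-1 cells pretreated 1 hr with compounds (up to 57.5 uM final), then stimulated with LPS (250 ng/mL final) plus ATP (1.25 mM final); secreted IL-1B measured by AlphaLISA after 16 hr, decreased signal indicating inhibition.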
ATXN viability – reduces viability in counter-screen for ATXN expression inhibitors. S2 cells (HEK-293 line with an ATXN2-luciferase reporter) viability, CellTiter-Fluor protease fluorescence, 24 h. Potency, µM (series often up to 56.7 µM), hits mostly cytotoxic. 0.49% of 400,000 active. AID 651635; note: potency is the fitted concentration of half-maximal effect; nearly all actives have a fitted effect of over 40% in size
Nrf2 block – blocks Nrf2 signaling. A549 ARE-Fluc reporter, luciferase luminescence, 18-24 h. Potency, µM (doses to about 46 µM), inactives show at the top dose activity change, negative = inhibition, hits mostly inhibitors. 2.1% of 360,000 active; note: potency is the fitted concentration of half-maximal effect; % is set by controls: 0 for no effect and ±100 for the full control effect; nearly all actives have a fitted effect of over 60% in size
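Reporter: ARE-Fluc in A549. Exposure: 18-24 h, 37 °C, 5% CO2, 5% FBS OPTI-MEM. Readouts: fluorescent cytotoxicity (CellTiter-Fluor), then luminescent Nrf2 signal after BugLite.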
A549 tox – kills or reduces viability of A549 cells in Nrf2 counter-screen. Potency, µM (titrated, usually from 46 µM), for inactives: at the highest dose activity change, negative = cytotoxicity, most hits filed as inhibitors. AID 504648. 0.16% of 390,000 active. A549 ARE-Fluc cells, CellTiter-Fluor viability, 18-24 h; note: potency is the fitted concentration of half-maximal effect; % is set by controls: 0 for no effect and ±100 for the full control effect
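A549 ARE-Fluc cells in 5% FBS OPTI-MEM, 5000 cells/well, rested 2 h then exposed to compounds in concentration-response for 18-24 h at 37 °C. Viability by CellTiter-Fluor fluorescence (Ex 405/Em 525) after 30 min; luciferase luminescence (BugLite, 15 min, RT) read afterwards.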
MCF10A rereplic – induces DNA re-replication in MCF 10a normal breast cells | 2.9% of 350,000 active | Potency, µM (highest dose often 46.1 µM), without a hit: at the highest dose activity, positive = re-replication, hits mostly activators | MCF 10A DNA re-replication, Hoechst nuclear intensity, 48 h; note: potency is the fitted concentration of half-maximal effect; % of control where 0% means no effect; nearly all actives have a fitted effect of over 50% in size
An asterisk follows results filed as active; i = inactive; ? = inconclusive; . = no result given; & = joins results of further samples; [ ] = dose if it differs, or a comment. Unless noted, calls come from the whole dose curve; as a rule, active = well fitted curve in the direction sought with a large enough effect; inconclusive = small, poorly fitted or top-dose-only effect, or another doubt; inactive = no such curve, though single readings can be large; an effect the other way counts as inactive or inconclusive. An unsorted share of the library; overall some 8.8% were active at least once.

SMILES	HepG2 tox	TGFb SMAD3 inh	ATXN2 expr inh	Nrf2 ARE act	IL-1B inflam inh	ATXN viability	Nrf2 block	A549 tox	MCF10A rereplic
CCOC(=O)c1ccc(NC(=S)NC(=O)C2CCCC2)cc1	1.3%	-3.5%	-8.3%	0.1%	23.4	i	7.5%	0.1%	2.4%
COc1ccc(CNC(=O)CCc2c(C)nn(-c3ccc(N4CCOCC4)nn3)c2C)c(OC)c1	-8.6%	?	1.8%	0.4%	.	i	?	2.7%	.
Cc1cccc2cc(COC(=O)C3CCCCC3)c(=O)[nH]c12	10.5%	0.0%	-1.3%	0.5%	6.2	i	10.9%	5.5%	-12.8%
C=CCNc1nc(NCCOC)c2sc(-c3ccccc3)cc2n1	-43.1%	?	?	5.2%	-112.9*	?	.	.	.
O=C(C[C@H]1C(=O)N(C2CCCCC2)C[C@@H]1Cc1ccccc1)Nc1ccccc1	-2.7%&-0.5%	3.0%&-12.8%	3.9%	0.0%	?	?	1.1%	-4.6%	-2.7%
O=C(CNS(=O)(=O)c1ccc(Br)cc1)NCc1ccncc1	-3.0%	?	1.9%	-0.2%	13.2	i	2.1%	-3.8%	-3.0%
Cn1cccc1Cc1nnc(SCC(=O)N2CCOCC2)n1CCc1ccccc1	-17.5%	?	4.9%	0.4%	-18.6	i	11.6%	1.8%	-4.8%
Cc1cccc(C(=O)NCC(=O)N(C)Cc2nc3ccccc3c(=O)[nH]2)c1	-2.8%	-3.3%	3.5%	-0.5%	5.5	i	-15.4%	-6.6%	5.1%
Cn1c(N)c(C(=O)COC(=O)c2cc(S(=O)(=O)N3CCCCC3)ccc2Cl)c(=O)n(C)c1=O	0.7%	-19.5%	18.4%	3.9%	0.0	i	-0.2%	2.0%	?
Cc1ccc(CNC(=O)C(=O)NCCC2=CCCCC2)cc1	4.1%	9.6%	.	0.4%	-5.4	i	7.7%	-14.4%	2.3%
O=C(NCCN1CCN(c2ccc([N+](=O)[O-])cc2)CC1)NCc1ccccc1	-18.3%	?	.	2.4%	-15.9	i	?	-3.1%	?
C[C@H](NS(=O)(=O)c1ccccc1F)C(=O)OCC(=O)N1CCc2ccccc21	-2.8%	-3.4%	7.2%	-0.4%	10.5	i	6.3%	0.0%	0.5%
CCOc1ccc(OCC)c(S(=O)(=O)N2CCCCC2C)c1 (stereo not given)	-27.6%	0.0%	-3.5%	2.0%	6.7	i	?	.	27.4%
Cc1ccc(S(=O)(=O)N2CCN(C(=O)c3ccc(N4CCCCC4)c([N+](=O)[O-])c3)CC2)cc1	-5.8%	0.0%	-9.2%	-0.5%	-61.9*	i	?	-15.2%	7.5%
Clc1ccc(CN2CCN(c3ncnc4sc5c(c34)CCCC5)CC2)cc1Cl	-15.2%	-0.2%	-6.3%	-0.8%	.	i	.	1.4%	.

(more compounds)
SMILES	HepG2 tox	TGFb SMAD3 inh	ATXN2 expr inh	Nrf2 ARE act	IL-1B inflam inh	ATXN viability	Nrf2 block	A549 tox	MCF10A rereplic
CCOc1ccc(/C=C2\SC(=S)N(C)C2=O)cc1OC	8.2%	-9.9%	0.0%	0.0%	8.5	i	21.4%	5.1%	4.2%
COC(=O)c1ccc(Nc2cc(C)nc3ncnn23)cc1	4.6%	-1.3%	11.0%	0.6%	27.2	i	-11.9%	-4.8%	-2.1%
CN(C)S(=O)(=O)c1cc(NC(=O)COC(=O)Cc2ccc(Br)cc2)ccc1Cl	2.3%	-20.7%	8.5%	0.2%	-5.8	i	10.8%	-1.9%	-6.3%
O=C(CCSCc1ccc(Cl)cc1)NCc1ccc(F)cc1Cl	-32.6%	?	.	-0.3%	.	.	.	20.4%	.
CCn1c(-c2ccccn2)nc2cc(S(=O)(=O)N(C)C)ccc21	-3.3%	0.9%	29.6%	3.0%	7.6	i	-15.0%	-3.3%	8.0%
CCOCCCNC(=O)c1ccc(NC(=O)C2CCCO2)cc1 (stereo not given)	2.2%	-0.8%	5.1%	-1.1%	10.9	i	-1.4%	-1.1%	1.0%
Cc1ccccc1-c1nnc(-c2ccccc2C)o1	-13.3%	19.4%	127.6%[activator]	6.5%	21.9	i	?	4.7%	?
Cc1c(C(=O)N(Cc2ccc(N(C)C)cc2)C2CCS(=O)(=O)C2)oc2ccccc12 (stereo not given)	-33.4%&-61.9%	5.3%&0.0%	-2.0%&6.1%	-0.1%&3.7%	-5.9	?	16.7%&-9.3%	?	3.1%
CCN(CC)S(=O)(=O)c1ccc(-c2nnc(SCC(=O)Nc3ccc(OC)c(OC)c3)o2)cc1	12.5%	-13.3%	.	-0.9%	-8.9	.	6.2%	-9.3%	9.9%
COc1cc(C2C(=O)N(C3CCCCC3)CC(=O)N2CCC2=CCCCC2)ccc1OC(C)C (stereo not given)	-35.4%	1.3%	.	-0.1%	.	.	.	6.2%	.
CC1CCCCN1C(=O)Cn1c(SCC(=O)N(C)c2ccccc2)nc2ccccc21 (stereo not given)	-2.6%	5.0%	-11.0%	-0.3%	.	?	.	-17.3%	.
O=C(Nc1ccc(C(=O)OCc2cc(=O)n3c4c(sc3n2)CCCC4)cc1)c1cccc(F)c1	2.7%	1.2%	.	0.0%	.	.	.	-10.7%	.
O=C(NNC(=O)C1CCCO1)c1ccc(Br)cc1 (stereo not given)	-6.9%	-18.1%	3.0%	-0.7%	6.7	i	13.3%	-5.7%	1.4%
CCC(=O)N1CCc2cc(S(=O)(=O)NC(CC(C)C)C(=O)NCCc3ccccc3)ccc21 (stereo not given)	-14.0%	5.4%	5.9%	0.8%	.	i	-36.3%	-1.9%	.
S=C1NCCNC(=S)NCCOCCOCCOCCN1	-1.6%	-2.9%	-13.1%	-0.3%	-14.9	i	12.2%	0.1%	?

Going on with the list.
SMILES	HepG2 tox	TGFb SMAD3 inh	ATXN2 expr inh	Nrf2 ARE act	IL-1B inflam inh	ATXN viability	Nrf2 block	A549 tox	MCF10A rereplic
O=C(COC(=O)CNC(=O)C1CCCCC1)Nc1ccc2c(c1)OCCO2	3.7%	-8.7%	11.8%	0.4%	9.5	?	7.1%	1.3%	-0.5%
COc1ccc(-c2noc3c2-c2nc(-c4ccccc4F)sc2CC3)cc1	-27.8%	-19.0%	-4.6%	7.7%	-4.7	i	5.9%	2.3%	0.1%
COc1ccc(OCC(=O)Nc2ccc(N3CCOCC3)cc2)c([N+](=O)[O-])c1	-23.7%	4.6%	-1.6%	3.0%	-14.8	?	-6.9%	-2.6%	-0.5%
Oc1ccc(-c2nnc(Nc3cccc(O)c3)c3ccccc23)cc1	-21.5%	-16.2%	6.3%	-0.5%	0.0	i	?	-0.5%	?
Cc1ccc2nc(SCC(=O)N3CC(C)OC(C)C3)nc(=O)n2c1 (stereo not given)	-0.8%	19.6%	-1.2%	-0.5%	13.3	i	-1.6%	-4.2%	-0.3%
O=C(Nn1cnnc1)c1cc2c(s1)CCCCC2	-7.2%	-6.8%	25.3%	0.5%	8.6	?	10.0%	-5.7%[1.84 µM]	1.2%
Cc1nnc(SCc2cc([N+](=O)[O-])cc3c2OCOC3)n(N)c1=O	-3.4%	4.1%	-0.2%[11.3 µM]	-0.2%	15.9	i	-3.5%	-8.6%	-2.2%
CCc1ccc(NC(=O)CNC(=O)[C@@H]2Cc3ccccc3CN2C(=O)OC(C)(C)C)cc1	-9.6%	?	.	-0.1%	6.5	?	3.5%	-7.6%	-2.6%
CCOC(=O)C1=CCN(S(=O)(=O)c2ccc(C)cc2)C1c1ccc(Br)cc1 (stereo not given)	-36.0%	?	-33.5%	10.2%	4.3	i	.	.	.
COc1cccc(CN(C)C(=O)CN2C(=O)NC(c3ccccc3)(c3ccccc3)C2=O)c1	-17.7%	-17.8%	8.7%	2.5%	?	i	-2.6%	0.0%	0.5%
CC(C)(C)c1ccc(C(=O)Nc2ccc(C=C(C#N)C#N)cc2)cc1	0.4%	6.6%	4.6%	17.0%	-7.0	i	13.4%	0.4%	?
CC(NC(=O)c1ccc(N)cc1)c1ccccc1 (stereo not given)	-3.5%	-2.9%	1.7%	-0.1%	5.1	i	-7.5%	-1.3%	14.7%
COc1ccccc1NCCC(=O)OCC(=O)Nc1ccccc1F	4.5%	7.8%	-18.0%	-0.9%	-3.4	i	4.9%	-4.5%	5.9%
O=C(N/N=C/c1c(Cl)cccc1Cl)c1ccccc1F	1.9%	-12.2%	29.6%	5.01µM*	13.5	i	?	7.1%	9.6%

Copied from the list:
Nrf2 ARE act, COc1cccc(CN(C)C(=O)CN2C(=O)NC(c3ccccc3)(c3ccccc3)C2=O)c1 reads 2.5%
IL-1B inflam inh, COc1ccc(OCC(=O)Nc2ccc(N3CCOCC3)cc2)c([N+](=O)[O-])c1 reads -14.8
A549 tox, O=C(N/N=C/c1c(Cl)cccc1Cl)c1ccccc1F reads 7.1%
